Source: PubChem BioAssay (Sanford-Burnham Center for Chemical Genomics)
SKN-1 block – inhibitors of C. elegans SKN-1 | C. elegans VP596 Pgst-4::GFP/RFP ratio, acrylamide-induced, 24 h | inhibition, % at 21.8 µM | 0.49% of 360,000 active | AID 624304;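 active = interference check ratio from 0.5 to 1.5 plus GFP to RFP signal ratio inhibition reaching or exceeding a fixed threshold, cut at about 30% in these data, passing the limit was not always enough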; note: some compounds called inactive have numbers as strong as hits
MT1-MMP act inh – MT1-MMP (human) activation inhibition; P50281; HT1080 RFP-PRO-GFP cells, GFP/RFP ratio fluorescence, overnight; percent of plate control window, DMSO zero; GFP/RFP ratio change, % at 20 µM; 0.061% of 360,000 active;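 active = GFP/RFP ratio change of at least 30% with cell ATP level not reduced by more than half and red fluorescence within 50% of control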; note: strong numbers were not always called active
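Assay system: HT1080 RFP-PRO-GFP cells. Benchmarks: DMSO vehicle wells and RFP-L50D-GFP reporter cell wells. Times: overnight cell settling, then overnight compound exposure, 37 °C, 5% CO2. Compound: 20 µM single dose, 1% DMSO. Read-out basis: GFP/RFP fluorescence ratio.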
Rpn11 inh – inhibitors of human proteasome Rpn11; O00487; human 26S proteasome, Ub4-pepOG fluorescence polarization; 20S core pre-blocked with epoxomicin; calls only at 20 µM; 0.59% of 360,000 active; AID 588493;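 active = inhibition at 20 µM, scaled to each plate's controls, above about 33%, limit read from the data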
Target sequence (O00487 whole entry, looked up): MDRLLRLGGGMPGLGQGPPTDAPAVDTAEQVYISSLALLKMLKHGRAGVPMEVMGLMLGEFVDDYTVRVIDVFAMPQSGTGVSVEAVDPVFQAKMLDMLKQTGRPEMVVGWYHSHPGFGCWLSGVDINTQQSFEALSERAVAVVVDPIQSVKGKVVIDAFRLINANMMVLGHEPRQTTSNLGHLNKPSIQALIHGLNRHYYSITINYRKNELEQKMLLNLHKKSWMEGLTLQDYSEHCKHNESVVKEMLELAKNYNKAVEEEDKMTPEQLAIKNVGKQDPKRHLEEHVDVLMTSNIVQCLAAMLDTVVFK
Scp1 inh – inhibitors of human Scp-1 phosphatase; Q9GZU7; Recombinant Scp1, phosphopeptide, malachite green phosphate absorbance; inhibition, % at 20 µM; 0.88% of 340,000 active; AID 493091;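 active = inhibition above about 50% at 20 µM, limit read from the data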;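 note: plate controls were DMSO wells with enzyme for no effect and wells lacking enzyme for full effect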
Target sequence (Q9GZU7 76-261 limits assumed): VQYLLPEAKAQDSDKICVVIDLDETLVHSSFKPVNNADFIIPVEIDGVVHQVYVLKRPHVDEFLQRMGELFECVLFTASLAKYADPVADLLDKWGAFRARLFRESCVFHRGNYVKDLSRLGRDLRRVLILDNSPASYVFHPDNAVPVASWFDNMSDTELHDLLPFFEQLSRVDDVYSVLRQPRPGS
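Assay system: SCP-1 catalytic fragment, aa 76-261 | Buffer or medium: Tris acetate buffer pH 5.5 with MgCl2 and Tween-20 | Compound: One concentration, 20 µM, with 1.0% DMSO | Also added: Phospho 17-mer peptide substrate | Signal: Absorbance at 630 nm | Incubation: 45 min enzyme reaction at room temperature | Measure: % inhibition of SCP-1 phosphate liberation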
DNMT1 block – DNMT1 (human) enzyme inhibition; P26358; DNMT1 molecular beacon, Hinp1I cleavage, fluorescence; inhibition (reported as % activation of signal), % at 10 µM; 0.83% of 360,000 active; in the data active = inhibition above about 50%
NadD block – NadD (S. aureus) enzyme inhibition; inhibition, % at 20 µM; AID 602399; purified NadD enzyme, colorimetric absorbance read-out; 0.78% of 360,000 active; in the data active = inhibition above about 26%; note: some compounds past the cut are filed as inactive
LMPTP block – blocks human LMPTP phosphatase. P24666. recombinant LMPTP-A, OMFP fluorogenic substrate, fluorescence intensity. inhibition, % at 20 µM. 0.22% of 360,000 active. AID 651560;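 active = compounds that cut the enzyme signal by at least half of the control window in the single-dose screen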;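 note: plate controls were DMSO wells with enzyme plus substrate for no effect and substrate without enzyme for full effect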
Target sequence (P24666 whole entry, looked up): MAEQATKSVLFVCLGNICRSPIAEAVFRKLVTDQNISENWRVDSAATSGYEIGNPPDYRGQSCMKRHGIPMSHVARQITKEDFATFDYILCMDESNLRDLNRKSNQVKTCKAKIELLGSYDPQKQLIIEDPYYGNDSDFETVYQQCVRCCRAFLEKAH
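Test system: LMPTP-A, protein tyrosine phosphatase of low molecular weight; Input: 0.625 nM enzyme; Incubation: 50 min dark incubation at room temperature; Signal: endpoint fluorescence intensity from OMFP dephosphorylation; Read-out basis: % inhibition versus control wells.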
CendR NRP1 mod – NRP-1/CendR interaction modulation; FAM-RPARPAR peptide binding to NRP-1, fluorescence polarization; inhibition, % at 25 µM; 0.85% of 360,000 active; AID 602438;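 active = inhibition or corrected inhibition above about 18%, plus a signal ratio from 0.5 to 1.5, limit read from the data, passing the limit was not always enough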; note: strong numbers were not always called active
SUMO1-SIM PPI – alters human SUMO1 binding to SIM partners. P63165. SUMO1 binding to a labelled peptide, TR-FRET, 1 h. inhibition, % at 20 µM. 0.33% of 360,000 active. AID 602429; in the data active = inhibition above about 37%
Target sequence (P63165 whole entry, looked up): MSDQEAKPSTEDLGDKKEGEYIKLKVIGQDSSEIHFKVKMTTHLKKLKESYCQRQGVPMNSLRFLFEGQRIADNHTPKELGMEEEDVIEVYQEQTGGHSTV
STEP inh – STEP (human) phosphatase inhibition. P54829. recombinant STEP, OMFP fluorogenic substrate, fluorescence. inhibition, % at 20 µM. 0.25% of 360,000 active;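 active = inhibition at 20 µM, scaled per plate between control wells, above about 37%, limit read from the data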;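 note: 0% = DMSO with enzyme and substrate and 100% = substrate only without enzyme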
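Material: STEP (striatal-enriched tyrosine phosphatase) enzyme, cell-free; Compound dosing: 20 µM single dose in 1% DMSO; Technique: fluorescence read at 480 nm ex / 540 nm em; Times: reaction 20 min, ambient temperature; Medium: 50 mM Bis-Tris pH 6.0 with 2.5 mM DTT and 0.005% Tween 20; Also added: OMFP at 25 µM.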
* hit, by the source's call; i = inactive; . = not tested or not shown.

smiles	SKN-1 block	MT1-MMP act inh	Rpn11 inh	Scp1 inh	DNMT1 block	NadD block	LMPTP block	CendR NRP1 mod	SUMO1-SIM PPI	STEP inh
CC(=O)Nc1ccc(NC(=O)C(C)OC(=O)c2c(NC(C)=O)sc(C)c2C)cc1 (stereo not drawn)	0	6	i	-5	-2	-1	0.9	-6	4	-2
COc1ccccc1C(=O)NC1CCSc2ccccc21 (stereo not drawn)	14	0	i	-7	2	-1	1.0	-1	-4	4
COc1ccc(/C=N/NC(=O)c2nnn(-c3nonc3N)c2-c2cccs2)c(OC)c1	15	1	i	-8	-4	10	0.5	-3	1	-2
O=C(NCc1nc(-c2ccccc2)no1)c1ccc(Br)o1	9	14	i	-10	-1	-5	0.1	-6	0	1
COc1cccc(N(CC(=O)NCCN2CCOCC2)S(=O)(=O)c2ccccc2)c1	3	4	i	4	2	-8	-1.9	6	3	0
COc1cccc(OC)c1C(=O)OCC(=O)N(c1ccccc1)C1CCCCC1	-25	13	i	22	7	-2	1.3	5	2	-2
CN1CCN(c2cc(=O)n(Cc3ccc(F)cc3)c(=O)[nH]2)CC1	-2	-6	i	-6	0	-4	-1.9	-2	1	-2
Cc1ccc(SCCNC(=S)Nc2cc(C)ccc2C)cc1	-8	-6	i	-12	-2	-1	2.4	-10	2	-2
COc1ccc2oc(=O)c(C(=O)n3ccc(C)n3)cc2c1	-36	3	i	-3	-1	-9	-1.6	-2	-17	-1
CC(=O)Nc1cccc(NC(=O)CSc2n[nH]c(-c3ccccc3)n2)c1	11	2	i	-5	-1	3	-1.2	3	-3	2
COc1ccc(C(=O)COC(=O)c2ccccc2C(=O)N(C)c2ccccc2)c(OC)c1	7	.	i	0	2	-5	0.7	2	8	-2
Clc1ccc(NCc2nnc3n2CCCCC3)cc1	5	-2	i	6	2	-3	-1.4	9	-2	2

Arranged by length of the SMILES (falling): three of the compounds above
smiles	SKN-1 block	MT1-MMP act inh	Rpn11 inh	Scp1 inh	DNMT1 block	NadD block	LMPTP block	CendR NRP1 mod	SUMO1-SIM PPI	STEP inh
CC(=O)Nc1ccc(NC(=O)C(C)OC(=O)c2c(NC(C)=O)sc(C)c2C)cc1 (stereo not drawn)	0	6	i	-5	-2	-1	0.9	-6	4	-2
COc1cccc(OC)c1C(=O)OCC(=O)N(c1ccccc1)C1CCCCC1	-25	13	i	22	7	-2	1.3	5	2	-2
Cc1ccc(SCCNC(=S)Nc2cc(C)ccc2C)cc1	-8	-6	i	-12	-2	-1	2.4	-10	2	-2

Continued.
smiles	SKN-1 block	MT1-MMP act inh	Rpn11 inh	Scp1 inh	DNMT1 block	NadD block	LMPTP block	CendR NRP1 mod	SUMO1-SIM PPI	STEP inh
COc1ccc(C2CC(c3cccs3)=NN2C(=O)CSc2nc3ccccc3s2)cc1 (stereo not drawn)	8	-3	i	-17	-2	-2	4.2	-5	0	1
Cn1c(=O)c2c(SCC(=O)Nc3ccccc3F)nc(C3CC3)nc2n(C)c1=O	5	-5	i	-13	11	-4	4.0	11	5	3
CSc1ccc(CN2CCC(Cc3ccccc3)CC2)cc1	34	0	i	-6	0	-6	-3.4	6	-3	-1
Cc1ccc(-c2nnc(OCCN3CCOCC3)c3ccccc23)cc1	15	4	i	1	1	1	0.3	6	1	0
CC(C)N1C(=O)C(Cc2nc3ccccc3c(=O)n2-c2ccccc2)c2ccccc21 (stereo not drawn)	2	2	i	3	-3	7	1.3	16	-6	0
Cc1cc(NC(=O)CCCN2C(=O)c3cccc4cccc(c34)C2=O)no1	-12	-1	i	-2	-4	-6	-2.3	-12	-17	-1
Cc1cc(C)c(C)c(OCCCN(C)C)c1	1	3	i	-2	3	-4	-1.4	-4	-2	2
O=C(COC(=O)c1cc(S(=O)(=O)N2CCCC2)ccc1O)NCc1ccccc1	15	3	i	-9	2	-1	-0.3	10	2	-2
CCN(CC)CCCNC(=O)CSc1c2c(nc3cc(Cl)ccc13)CCCC2	4	-3	i	-1	3	-10	1.5	-3	-8	-1
COc1ccc(C(=O)NC(C)c2csc(C)n2)cc1OC1CCN(C(C)=O)CC1 (stereo not drawn)	2	-2	i	-5	2	2	-1.1	0	3	-4
FC(F)(F)c1ccc(N2CCN(c3ncnc4c3nnn4Cc3ccccc3)CC2)nc1	1	2	i	-11	11	3	-1.2	-1	9	1
CN(Cc1cn(Cc2ccccc2)nn1)C1CN(Cc2cn(Cc3ccccc3)nn2)S(=O)(=O)C1 (stereo not drawn)	6	3	.	.	.	-4	0.5	2	8	.
COC(=O)CC1C(=O)NCCN1C(=S)Nc1cccc(C(F)(F)F)c1 (stereo not drawn)	5	0	i	-8	-1	2	-1.8	-3	4	-2
O=C(N/N=C/CCc1ccccc1)C1CCCCC1	8	-1	i	-11	5	-10	-1.0	-5	-2	-2
COc1ccc(OCCOC(=O)c2[nH]c(C)c(C(C)=O)c2C)cc1	5	-7	i	-13	-3	-4	0.6	14	0	3
Cc1ccc(C(=O)/C=C/c2ccccc2[N+](=O)[O-])cc1	-14	-6	i	1	5	-7	-0.9	2	-6	0
COc1cc(C(=O)NCC(=O)NC(C)CCc2ccccc2)cc(OC)c1OC (stereo not drawn)	-4	-1	i	-6	2	2	-1.0	15	5	-1
S=c1[nH]nc(-c2ccc(Cl)cc2)n1/N=C/c1ccco1	-6	-2	i	-2	1	-2	1.1	6	-6	0
COCCOC1CCN(C(=O)C2CCC(=O)N(CCc3ccccc3)C2)CC1 (stereo not drawn)	8	-5	i	0	3	3	-0.9	6	-2	1
O=C(Nc1csc([N+](=O)[O-])c1)Nc1ccccc1Cl	12	-3	i	-14	2	-4	1.8	4	-25	-1
N#Cc1ccccc1S(=O)c1ccccc1C(=O)Nc1ccccc1 (stereo not drawn)	-10	4	i	3	5	1	1.7	8	1	2
O=C(Nc1ccc(CN2CCOCC2)cc1)c1ccc(-c2cccc([N+](=O)[O-])c2)o1	9	5	i	-5	-7	-3	4.7	10	-26	-1
CC(=O)NC(CCS(C)(=O)=O)C(=O)Nc1cc(C)on1 (stereo not drawn)	-12	2	i	-5	0	0	-2.6	8	-5	0
CCOc1ccc(C(=O)Nc2c3c(nn2-c2cccc(C)c2C)CS(=O)C3)cc1 (stereo not drawn)	-14	1	i	-9	1	-2	-1.2	7	5	-1
CC1(C(=O)NS(=O)(=O)c2cccc(Cl)c2)CCN1C(=O)C/C=C/c1ccccc1 (stereo not drawn)	-6	1	i	.	2	3	5.6	17	1	-2
COc1ccc(OCc2cc(-c3ccc(Cl)cc3)no2)cc1	9	6	i	-4	-8	-3	0.4	1	0	1
CC(C)n1c(N2CCN(C(=O)c3cccs3)CC2)nc2ccccc21	-2	-2	i	5	3	-4	-0.8	3	0	-2
O=C(CNc1n[nH]c(=O)[nH]c1=O)N/N=C/C1CC=CCC1 (stereo not drawn)	4	3	i	-10	1	1	-1.5	3	-1	1
O=C(Nc1ccc(-c2nc3ccccc3[nH]2)cc1)c1ccc2c(c1)OCO2	2	11	i	1	18	23	7.3	-10	42*	5
CC(CCc1ccccc1)NC(=O)c1ccc(NC(=O)c2ccccc2)cc1 (stereo not drawn)	12	5	i	-13	24	2	-2.4	-5	2	0
COc1cccc(-c2sc3ccc(OC)cc3c2-c2ccc(OC)cc2F)c1	9	0	i	-18	0	-2	1.7	18	-1	2
CCOC(=O)c1oc2cc(OCC(=O)OC)ccc2c(=O)c1-c1ccc(OC)c(OC)c1	-3	0	i	-7	-1	-10	1.3	5	22	-3
CC(C)COP(=O)(OCC(C)C)C(O)c1ccc(F)cc1 (stereo not drawn)	11	-2	i	-4	5	-9	-0.7	0	-2	1

Ordered by value in Scp1 inh (low to high): 4 from the list above.
canonical_smiles	SKN-1 block	MT1-MMP act inh	Rpn11 inh	Scp1 inh	DNMT1 block	NadD block	LMPTP block	CendR NRP1 mod	SUMO1-SIM PPI	STEP inh
COc1cccc(-c2sc3ccc(OC)cc3c2-c2ccc(OC)cc2F)c1	9	0	i	-18	0	-2	1.7	18	-1	2
CC(CCc1ccccc1)NC(=O)c1ccc(NC(=O)c2ccccc2)cc1 (stereo not drawn)	12	5	i	-13	24	2	-2.4	-5	2	0
CC(C)COP(=O)(OCC(C)C)C(O)c1ccc(F)cc1 (stereo not drawn)	11	-2	i	-4	5	-9	-0.7	0	-2	1
CC(C)n1c(N2CCN(C(=O)c3cccs3)CC2)nc2ccccc21	-2	-2	i	5	3	-4	-0.8	3	0	-2
